TDP2 absorb – blocks human TDP2 phosphodiesterase activity; recombinant TDP2, T5PNP hydrolysis, p-nitrophenol absorbance 415 nm; O95551; inhibition, % at 12.8 µM; actives 0.34% (n = 370,000);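 active = inhibition above the mean of all tested compounds plus 3 SD, set per campaign, cut at about 25% in these data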;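 note: 0% = DMSO with enzyme and 100% = buffer with substrate but no TDP2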
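Test system: human TDP2 enzyme; Input: 120 nM TDP2 per well; Buffer or medium: Mg2+-containing Tris-HCl buffer, pH 7.5; Reagent: 5 mM T5PNP; Dosing: 12.8 µM single point, 1% DMSO; Incubation: reaction 2 h, 37 °C; Detection: p-Nitrophenol epi absorbance; Read-out: % inhibition relative to enzyme-containing and enzyme-free wells; Replicates: single well per compound.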
ADAM17 inh – inhibitors of human ADAM17 | P78536 | recombinant ADAM17, EDANS/DABCYL FRET peptide cleavage | inhibition, % at 6.95 µM | actives 0.83% (n = 370,000);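 active = inhibition above the mean of compounds lying between control limits plus 3 SD, set per campaign, cut at about 8.5% in these data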;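 note: 0% = DMSO-only wells as the low control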
PLCb3 inh – PLC-beta3 (human) inhibition, primary screen. actives 0.18% (n = 370,000). Purified PLC-beta3, fluorogenic substrate, fluorescence. Q01970. inhibition, % at 12.2 µM; in the data active = inhibition above about 11%;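 note: 0% = median of compound wells on plate and 100% = full blocker control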
ADAM10 inh – ADAM10 inhibition, QFRET primary screen; O14672; AID 720582; actives 0.62% (n = 370,000); recombinant ADAM10, EDANS/DABCYL FRET peptide cleavage, 3 h; inhibition, % at 7 µM;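 active = inhibition above a per-campaign cutoff equal to the mean of compounds falling between control-based bounds plus 3 SD, cut at about 20% in these data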;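 note: 0% = DMSO wells while the 100% control is not disclosed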
Tn6 DDE FP – inhibitors of Tn6 peptide binding to human fibrin DD(E); P02675; Fibrin DD(E) TRITC-Tn6 fluorescence polarization displacement; inhibition, % at 8.3 µM; actives 0.21% (n = 370,000); AID 720509;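 active = inhibition above a per-campaign cutoff: mean of compounds within control limits plus 3 SD, cut at about 15% in these data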;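 note: 0% = median of all compound wells on the plate and 100% = blocking peptide control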
ASAP1 GAP inh – inhibitors of human ASAP1 ArfGAP activity | Q9ULH1 | ASAP1-stimulated ARF1 GTP hydrolysis, GDP FP detection | inhibition, % at 16.5 µM | actives 0.19% (n = 360,000); in the data active = inhibition above about 25%;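 note: 0% = vehicle with enzyme and substrate and 100% = no enzyme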
Tn7 DDE FP – DD(E)-Tn7 binding inhibition, primary FP screen. FP displacement of FITC-Tn7 peptide from fibrin DD(E); 0% = median of compound wells per plate. P02675. actives 0.13% (n = 370,000). inhibition, % at 8.3 µM;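 active = inhibition above the mean of compounds falling within the control limits plus 3 SD of them, cut at about 14% in these data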;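 note: 0% = plate median of compound wells and 100% = 10 µM Aha-Tn7 peptide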
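Assay system: human fibrin DD(E). Input: DD(E) 2 µM final. Medium: Tris buffer with calcium and detergent, pH 7.8. Compound dosing: single point at 8.3 µM. Timing: 10 min plus 3 h, room temperature. Technique: fluorescence polarization of the labelled Tn7 tracer. Read-out: percent inhibition. Replicates: singlicate testing.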
PLCg1 inh – inhibitors of human phospholipase C gamma1. P19174. purified PLC-gamma1, fluorogenic substrate, fluorescence. inhibition, % at 12.2 µM. actives 0.84% (n = 370,000). AID 720700; in the data active = inhibition above about 9.5%
ARFGAP1 inh – rat ARFGAP1 inhibition; inhibition, % at 16.5 µM; Arfgap1-stimulated ARF1 GTP hydrolysis, GDP FP detection; actives 0.26% (n = 360,000); Q62848; AID 651572;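 active = inhibition above a per-plate limit, mean inhibition of low control wells plus 3 SD, cut at about 25% in these data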;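 note: 0% = DMSO wells with enzyme and 100% = wells lacking Arfgap1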
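Material: rat Arfgap1 catalytic domain, aa 1-136; also added: human ARF1(Δ1-17)-GTP substrate; compound dosing: one concentration, 16.5 µM, DMSO 1.26%; incubation: GTP hydrolysis reaction 2 h at 25 °C; measured by: Tracer-displacement fluorescence polarization with EDTA stop, 620/688 nm; evaluation: % inhibition from polarization; repeats: one replicate per compound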
SIAE inh – human SIAE inhibition, primary screen. Q9HAT2. SIAE FP-Rh probe binding, fluorescence polarization. AID 1053197. actives 0.69% (n = 370,000). inhibition, % at 9.66 µM;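 active = inhibition above a cutoff: mean of compounds within the control limits plus 3 SD of those, cut at about 17% in these data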;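 note: 0% = plate median of compound wells and 100% = probe without SIAE protein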
* hit, by the source's call; i = inactive.

TDP2 absorb,ADAM17 inh,PLCb3 inh,ADAM10 inh,Tn6 DDE FP,ASAP1 GAP inh,Tn7 DDE FP,PLCg1 inh,ARFGAP1 inh,SIAE inh,SMILES
1.3,-1.4,-8.4,1.0,-2.3,1.2,-2.1,-2.1,10.0,1.5,O=C(Cc1ccccc1[N+](=O)[O-])N1CCN(S(=O)(=O)c2ccccc2)CC1
-8.5,-4.4,-1.3,10.2,-1.4,-10.4,1.8,0.1,-2.0,-12.6,Cc1ccccc1CNC(=O)CN1C(=O)c2ccccc2S1(=O)=O
-6.7,1.0,1.1,-4.4,1.1,2.4,0.0,1.1,6.3,11.0,C(=N\c1c(-c2ccccc2)nc2n1CCS2)/c1ccccc1
-0.2,-3.0,-1.1,-4.1,3.5,-10.0,-6.5,0.2,5.6,0.3,CCCCN(CC)CCNC(=O)c1[nH]c(C)c(C(C)=O)c1C
4.3,-4.4,-38.6,-9.5,7.2,13.7,-4.4,-30.8,-10.9,1.0,CC(=O)Nc1ccc(S(=O)(=O)Nc2nc3ccccc3nc2Nc2ccccc2)cc1
5.2,-5.3,0.8,-1.9,-7.5,-12.4,-5.6,-0.2,6.6,-4.6,Cc1onc(-c2c(F)cccc2Cl)c1C(=O)NCc1ccccn1
-2.9,-1.4,-1.0,8.8,-5.0,20.5,-1.2,2.1,2.4,1.7,CN(c1ccccc1)S(=O)(=O)c1ccc(C(=O)NCc2ccccn2)cc1
9.9,-1.3,0.8,4.6,-11.5,4.7,-2.8,3.4,-4.1,-0.1,C=CCn1c(N)c(C(=O)N2CCOCC2)sc1=S
0.8,2.5,5.8,-1.2,7.8,6.8,1.1,2.0,0.6,1.3,COc1cc(NC(=S)NCCCN2CCOCC2)cc(OC)c1OC
-8.2,4.1,-6.2,-1.3,-6.8,-1.6,7.9,-1.8,-3.5,8.3,c1ccc(-n2nnnc2-c2cccc3ccccc23)cc1
3.2,2.3,-22.0,5.0,-6.6,-9.3,-0.1,-14.3,5.5,3.6,COc1ccc(F)cc1C1=CC(=O)C[C@H](c2ccc3c(c2)OCO3)C1
14.8,1.4,3.2,-1.4,13.2,-6.6,1.6,2.0,1.1,-3.9,COc1ccc(C2C(C(C)=O)=C(O)C(=O)N2c2cccnc2)c(OC)c1 (stereo not drawn)
2.5,-3.6,5.0,3.8,2.3,-5.0,-2.3,3.7,-4.9,-1.3,Cc1cccc(C)c1NC(=O)Cn1c(CN2CCCCC2)nc2ccccc2c1=O
-3.2,-1.9,2.5,11.7,-2.3,9.8,3.0,3.7,5.6,-0.4,O=C(CCn1cnc2ccccc2c1=O)Nc1nc2c(s1)CCCC2
-4.2,-4.2,-1.7,-5.5,-1.3,-5.0,-0.2,-1.4,-3.8,-4.2,COc1ccccc1N(CN1CCCC1=O)C(=O)COc1ccccc1
-8.9,2.2,0.5,-1.2,-0.5,-16.4,8.4,1.5,-6.8,5.8,CCNS(=O)(=O)c1cccc(C(=O)c2c(C)cc3ccccn23)c1
3.3,0.2,-0.7,-30.1,-5.7,1.5,-6.0,-2.4,4.7,1.3,C=CCOc1cccn2c(N(C)C(=O)c3ccc(OC)cc3)c(CC)nc12
-2.3,8.5,3.0,15.6,-8.6,-3.3,4.7,3.6,13.7,-34.1,C[C@H](NC(=O)c1nc[nH]c1C(=O)N[C@@H](Cc1ccccc1)C(=O)OCc1ccccc1)c1ccccc1
4.5,-2.5,-5.3,-9.2,5.6,3.1,-2.6,-1.2,0.0,3.4,CCCCOc1ccc(C(=O)NCC(=O)NCc2ccncc2)cc1
-2.2,0.4,5.8,3.1,-6.3,-10.2,3.0,6.6,-9.4,2.5,CC(OC(=O)c1nn(C(C)C)c(=O)c2ccccc12)C(=O)Nc1ncc(Cl)cc1Cl (stereo not drawn)
9.1,-3.2,-2.3,-7.2,-0.3,-0.9,-1.0,-1.1,5.6,-1.3,COc1ccc(OCC(=O)Nc2cccc(C(C)=O)c2)cc1
1.7,-0.7,-7.9,0.9,1.1,-6.3,0.3,0.6,-6.5,4.8,Cc1cc(C(=O)NC(C)CCC(C)C)c2ccccc2n1 (stereo not drawn)
-6.0,-0.8,-3.1,-0.4,-9.0,8.6,2.5,3.0,8.6,-0.1,Cc1ccc(N(C)C(=O)C2CCCN2S(=O)(=O)c2cccc3nsnc23)cc1 (stereo not drawn)
-1.5,7.6,2.4,2.7,-2.9,5.0,3.6,6.3,1.8,-2.6,O=C(NCC1CCCO1)c1ccc(Cl)c(F)c1F (stereo not drawn)
-6.7,-6.7,-3.1,-9.9,-0.9,-0.7,-2.1,-0.5,1.0,3.6,Cc1nnc(SCC(=O)N(C(C)C)C(C)C)[nH]c1=O
0.2,0.1,-0.7,-4.7,1.8,5.4,-0.1,-0.8,3.0,0.0,O=C(c1ccco1)N1CCN(C(=S)Nc2ccc(F)c(Cl)c2)CC1
-5.9,-1.6,-2.0,-4.9,-6.4,7.7,0.1,-7.3,14.8,0.8,N#CCSc1ccccc1NC(=O)COC(=O)CCNC(=O)c1ccc([N+](=O)[O-])cc1
-3.8,-2.5,2.5,-9.6,-3.3,4.4,-1.4,3.0,2.4,4.3,Cc1cc(NC(=O)NC(=O)c2ccc(F)cc2F)n[nH]1
-19.5,-2.7,1.4,-3.0,-5.1,-12.7,1.0,1.0,0.9,3.7,N#C/C(=N\Nc1ccccc1)C(=N)N1CCCCCC1
-2.4,-1.3,-24.9,-10.0,7.5,4.9,9.4,-16.4,5.0,13.5,O=C(CCC(=O)Nc1ccc(Cl)cc1Cl)N/N=C/c1ccc([N+](=O)[O-])o1
3.3,-3.1,-9.8,-2.7,-7.2,0.8,-12.3,-0.1,1.7,-0.3,NC(=O)C1CCN(Cc2nc3c(Br)cc(Br)cc3c(=O)[nH]2)CC1
-1.5,0.2,4.6,8.7,6.0,-5.0,-6.7,3.3,-0.8,3.7,C[C@@H]1ON(C2CCCCC2)[C@H]2c3nc4ccccc4n3C[C@@H]12
7.4,-4.8,0.0,-15.0,-3.7,-11.9,0.2,4.4,-3.7,-3.3,CCN(CC)CCNC(=O)CN1C(=O)CSc2ccc(S(=O)(=O)N3CCOCC3)cc21
2.0,1.1,-3.2,2.5,3.9,-1.0,-9.1,-0.8,3.1,1.7,Cc1ccc(C(=O)NNC(=O)c2ccc(NC(=O)C(C)(C)C)cc2)cc1
2.5,-3.5,-50.4,-10.5,7.7,1.0,-1.3,-1.4,-6.6,-2.9,COc1ccccc1OCC#CCSc1ncccn1
1.2,2.0,-7.2,-9.7,-1.3,-8.2,6.2,1.2,-4.1,2.2,O=C(CSc1nc2ncc(Cl)cc2[nH]1)N1CCC(Cc2ccccc2)CC1
-6.6,-3.5,-1.2,-7.1,1.0,-6.4,4.0,3.9,2.4,-8.9,Cc1noc(C)c1CSCC(=O)Nc1cc(S(=O)(=O)N2CCOCC2)ccc1OC(C)C
1.4,-1.3,-12.3,4.9,3.4,4.5,-9.1,2.4,8.0,-6.9,Cc1ccc(CNC(=O)c2ccccc2NC(=O)C2=CSCCO2)cc1
7.3,-135.1,-424.0,i,1.3,-5.1,4.5,-316.3,2.0,3.2,CC(C)NC(=O)C1(C)Cc2c(-c3ccc(N(C)C)cc3)ccnc2O1 (stereo not drawn)
-8.7,-2.1,-8.2,-9.8,1.7,-1.0,2.0,-0.5,-4.3,0.9,Cc1cc(N/N=C/c2ccncc2)c([N+](=O)[O-])cc1[N+](=O)[O-]
1.5,6.2,-2.5,-2.2,-6.9,1.2,0.5,0.9,-6.3,3.0,O=C(C1CC(=O)N(c2ccc3c(c2)OCCO3)C1)N1CCN(S(=O)(=O)c2cccc(F)c2)CC1 (stereo not drawn)
-3.0,2.4,-2.1,5.9,-0.7,-14.0,6.0,2.0,3.2,1.0,CC(CCc1ccccc1)NC(=O)C1CCC1 (stereo not drawn)
1.9,-24.4,-23.2,-83.2,5.8,0.1,-1.2,-13.7,3.4,7.6,O=C(CN1CCN(CCN2C(=O)c3cccc4cccc(c34)C2=O)CC1)c1ccc(F)cc1
0.7,-3.3,1.2,-10.4,3.4,0.7,-4.7,-2.2,-4.8,2.7,CC(C)N(C(=O)[C@H]1C[C@H](CC(=O)NCCC2=CCCCC2)C(=O)N2CCc3c([nH]c4cc(CCC(=O)N(C)C)ccc34)[C@]12C)C(C)C
-6.6,3.0,10.6,4.4,-3.4,14.3,-1.5,3.7,6.7,-8.4,CCOC(=O)c1oc2c(c1C)/C(=N/O)CCC2
-2.5,-4.7,-24.1,-8.1,-10.6,-3.1,4.2,-3.1,13.5,-5.3,CCC(C)n1c(SCC(=O)NC(=O)c2cccn2C)nc2ccccc2c1=O (stereo not drawn)

Two records drawn at random from the list so far, as already listed:
TDP2 absorb,ADAM17 inh,PLCb3 inh,ADAM10 inh,Tn6 DDE FP,ASAP1 GAP inh,Tn7 DDE FP,PLCg1 inh,ARFGAP1 inh,SIAE inh,SMILES
-6.6,3.0,10.6,4.4,-3.4,14.3,-1.5,3.7,6.7,-8.4,CCOC(=O)c1oc2c(c1C)/C(=N/O)CCC2
1.4,-1.3,-12.3,4.9,3.4,4.5,-9.1,2.4,8.0,-6.9,Cc1ccc(CNC(=O)c2ccccc2NC(=O)C2=CSCCO2)cc1

Screens deposited in PubChem by The Scripps Research Institute Molecular Screening Center.
